TbREL1 inh: TbREL1 inhibition, primary screen; hit rate 0.49% among 89,000; inhibition, % at 9.66 µM; TbREL1 RNA ligation, FRET fluorescence; P86926; AID 1117264;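 active means inhibition above the mean inhibition across all screened compounds plus 3 SD, cut at about 11% in these data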;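 further: 0% = plate median of test wells and 100% = NSC42067 control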
Target sequence (P86926 whole entry, looked up): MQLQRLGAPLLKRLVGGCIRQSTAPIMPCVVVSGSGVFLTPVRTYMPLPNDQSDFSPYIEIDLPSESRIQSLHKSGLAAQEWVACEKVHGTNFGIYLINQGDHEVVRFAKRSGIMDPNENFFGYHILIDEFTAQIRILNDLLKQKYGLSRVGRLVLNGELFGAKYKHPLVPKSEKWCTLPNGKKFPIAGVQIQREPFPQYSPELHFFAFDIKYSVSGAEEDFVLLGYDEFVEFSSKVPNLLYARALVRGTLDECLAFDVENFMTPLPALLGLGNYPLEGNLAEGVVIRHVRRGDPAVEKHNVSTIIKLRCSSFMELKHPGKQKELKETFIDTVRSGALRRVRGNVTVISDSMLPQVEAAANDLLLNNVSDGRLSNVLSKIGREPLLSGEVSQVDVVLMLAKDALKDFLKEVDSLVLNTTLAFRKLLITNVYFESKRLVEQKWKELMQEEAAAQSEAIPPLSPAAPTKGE
* marks the source's active call; other numbers are inactive results.

`COc1ccc(-c2c[nH]c(=O)[nH]c2=O)cc1OC` gave TbREL1 inh 1.0.
`Cc1nn(CCC(=O)NNC(=S)Nc2ccc(Cl)cc2)c(C)c1[N+](=O)[O-]` gave TbREL1 inh -6.3.
`COc1ccccc1NC(=O)CSc1nnc(COc2ccc(Cl)cc2)o1` gave TbREL1 inh 4.2.
For CC(C)CN(C(=O)COC(=O)c1cncc(Br)c1)c1c(N)n(Cc2ccccc2)c(=O)[nH]c1=O the results were TbREL1 inh 0.8.
Screening O=C(CN(C(=O)Cn1nnc(-c2ccc(F)cc2)n1)c1cccc(F)c1)NC1CCCC1 returned TbREL1 inh -1.1.
`Nc1nonc1-c1nc2ccccc2n1CC(=O)N1CCCCC1` gave TbREL1 inh 2.0.
`Cc1ccc(CN(CC(=O)NCCc2ccccc2)C(=O)c2csnn2)cc1` gave TbREL1 inh -1.8.
Cc1ccccc1CN1CCN(S(=O)(=O)c2ccc(F)cc2)CC1 was read as TbREL1 inh 4.2.
Cc1ccc(C(=O)NN(C)c2nc3ccccc3nc2C(F)(F)F)cc1 was read as TbREL1 inh -5.3.
COC(=O)CN1C(=O)C(O)(CC(=O)c2ccc(Br)cc2)c2ccccc21 (configuration not stated) was read as TbREL1 inh 6.3.

2 entries drawn at random from the list so far, as already listed:
`Cc1ccc(CN(CC(=O)NCCc2ccccc2)C(=O)c2csnn2)cc1` gave TbREL1 inh -1.8.
Cc1ccccc1CN1CCN(S(=O)(=O)c2ccc(F)cc2)CC1 was read as TbREL1 inh 4.2.

(listing goes on)
For COc1ccccc1CNC(=O)C1CCN(S(=O)(=O)c2cccc3nonc23)CC1 the results were TbREL1 inh -2.2.
For Cc1ccc(S(=O)(=O)N2CCC(C(=O)N3CCc4ccccc43)CC2)cc1 the results were TbREL1 inh 1.5.
Screening O=C(O)C1C2C=CC3(CN(Cc4ccco4)C(=O)C13)O2 (configuration not stated) returned TbREL1 inh 2.2.
`CCOC(=O)C1=C(C)NC(C)=C(C(=O)OCC)C1C(=O)OCC(=O)N1CCCCC1CC` (configuration not stated) gave TbREL1 inh -3.9.
Screening CSc1nc(C)c(C(=O)C[n+]2ccc(C)cc2)cc1C#N returned TbREL1 inh -0.1.
Screening CC(C)Nc1nc(NC(C)C)nc(SCCOC(=O)Nc2ccc(Cl)cc2Cl)n1 returned TbREL1 inh -0.2.
Screening COc1ccc([C@H]2OC(=O)C[C@@H]2C(=O)N2CCN(c3ccccc3F)CC2)cc1OC returned TbREL1 inh 0.7.
Screening CC1/C(=N/O)CC(c2ccccc2)NC1c1ccccc1 (configuration not stated) returned TbREL1 inh 1.4.
For CC(C)(C)NC(=O)C1(N2C(=O)c3ccccc3C2=O)CCCC1 the results were TbREL1 inh 3.1.
COc1ccc(CNC(=O)c2ccc(N(C)S(=O)(=O)c3ccc(C)cc3)cc2)cc1 was read as TbREL1 inh 1.8.

Arranged by count of non-hydrogen atoms (highest first): some entries from above.
For CC(C)CN(C(=O)COC(=O)c1cncc(Br)c1)c1c(N)n(Cc2ccccc2)c(=O)[nH]c1=O the results were TbREL1 inh 0.8.
`CCOC(=O)C1=C(C)NC(C)=C(C(=O)OCC)C1C(=O)OCC(=O)N1CCCCC1CC` (configuration not stated) gave TbREL1 inh -3.9.
Screening COc1ccc([C@H]2OC(=O)C[C@@H]2C(=O)N2CCN(c3ccccc3F)CC2)cc1OC returned TbREL1 inh 0.7.
For COc1ccccc1CNC(=O)C1CCN(S(=O)(=O)c2cccc3nonc23)CC1 the results were TbREL1 inh -2.2.
Screening CC(C)Nc1nc(NC(C)C)nc(SCCOC(=O)Nc2ccc(Cl)cc2Cl)n1 returned TbREL1 inh -0.2.
`Cc1ccc(CN(CC(=O)NCCc2ccccc2)C(=O)c2csnn2)cc1` gave TbREL1 inh -1.8.
`COc1ccccc1NC(=O)CSc1nnc(COc2ccc(Cl)cc2)o1` gave TbREL1 inh 4.2.
Cc1ccc(C(=O)NN(C)c2nc3ccccc3nc2C(F)(F)F)cc1 was read as TbREL1 inh -5.3.
Cc1ccccc1CN1CCN(S(=O)(=O)c2ccc(F)cc2)CC1 was read as TbREL1 inh 4.2.
For CC(C)(C)NC(=O)C1(N2C(=O)c3ccccc3C2=O)CCCC1 the results were TbREL1 inh 3.1.
Screening CC1/C(=N/O)CC(c2ccccc2)NC1c1ccccc1 (configuration not stated) returned TbREL1 inh 1.4.
Screening O=C(O)C1C2C=CC3(CN(Cc4ccco4)C(=O)C13)O2 (configuration not stated) returned TbREL1 inh 2.2.
`COc1ccc(-c2c[nH]c(=O)[nH]c2=O)cc1OC` gave TbREL1 inh 1.0.

Next part:
For COc1ccc(NC(=O)Cn2nc(Cc3cccnc3)c3ccccc3c2=O)c(OC)c1 the results were TbREL1 inh -1.8.
For CCOC(=O)/C(=N\Nc1ncnc2ccccc12)c1ccc(OC)cc1 the results were TbREL1 inh -3.0.
`COc1ccc(N2CCN(S(=O)(=O)c3cccc4cccnc34)CC2)cc1` gave TbREL1 inh -5.2.
Screening COC(=O)C[C@H]1c2cc(F)ccc2S(=O)(=O)N1c1ccccc1 returned TbREL1 inh 0.0.
Screening Cc1ccc(S(=O)(=O)N(C)C)cc1NC(=O)C(C)OC(=O)C1CCCC1 (configuration not stated) returned TbREL1 inh 2.7.
CC1(C)C(=O)Nc2ccccc2N1C(=O)COC(=O)Cc1ccccc1F was read as TbREL1 inh 3.6.
For Cc1cccc2sc(NC(=O)CN(C)S(=O)(=O)c3ccc(Br)s3)nc12 the results were TbREL1 inh 7.3.
For O=C1C/C(=C/NCc2ccccc2)C(=O)N1 the results were TbREL1 inh 3.4.
`Cc1noc(NS(=O)(=O)c2ccc(NC(=O)c3cc(-c4ccccc4Cl)nc4ccccc34)cc2)c1C` gave TbREL1 inh -2.2.
CC(C)(C)c1ccc(C(=O)N/N=C/c2ccccn2)cc1 was read as TbREL1 inh -1.3.
Screening C[C@H](NC(=O)c1nc[nH]c1C(=O)N[C@@H](Cc1ccccc1)C(=O)OC(C)(C)C)c1ccccc1 returned TbREL1 inh 1.4.
For COc1ccc(NC(=O)c2c(C(F)(F)F)nn(C)c2SCc2ccccc2)cc1 the results were TbREL1 inh 4.5.
CC(C)=CC(=O)OCC(=O)Nc1ccc(Cl)cc1 was read as TbREL1 inh 3.3.
`O=C(CN1C(=O)NC2(CCCCCCC2)C1=O)Nc1ccc(Cl)cc1` gave TbREL1 inh 3.2.
O=C(Nc1ccccc1C(=O)N1CCCCC1)c1ccco1 was read as TbREL1 inh 0.3.
`CC(=O)Nc1cccc(NC(=O)CSc2nnnn2Cc2ccccc2)c1` gave TbREL1 inh 1.7.
For CCCCN(CC(=O)NC1CC1)S(=O)(=O)c1ccc(OCC)cc1 the results were TbREL1 inh -1.4.
Screening Cc1c(C=O)c2ccccn2c1C(=O)c1ccc(Cl)c([N+](=O)[O-])c1 returned TbREL1 inh 0.0.
Screening CCS(=O)(=O)n1nc(-c2ccc(C)cc2)nc1N returned TbREL1 inh -0.1.
Screening COC(=O)c1[nH]c2ccccc2c1NC(=O)C(C)N1CCOCC1 (configuration not stated) returned TbREL1 inh 0.8.
Screening CCOc1ccc(-n2nnc3c(=O)n(CC(=O)Nc4cc(C)on4)cnc32)cc1 returned TbREL1 inh 1.6.
`CN(Cc1ccccc1)C(=O)CN(c1ccccc1Cl)S(C)(=O)=O` gave TbREL1 inh -1.0.
CC(OC(=O)C1CCCC1)C(=O)Nc1ccc(S(N)(=O)=O)cc1 (configuration not stated) was read as TbREL1 inh -1.3.
`COCCn1cc(C(=O)N2CCCC(C)C2)c2c3ccccc3n(C)c2c1=O` (configuration not stated) gave TbREL1 inh 2.4.
COc1cc(C(=S)N(C)C)ccc1O was read as TbREL1 inh -4.9.
For O=C(Cn1nc(Cc2cccnc2)c2ccccc2c1=O)NCCCN1CCCC1=O the results were TbREL1 inh 5.2.
`N#Cc1c(N)nc2c(c1N)CC(CO)O2` (configuration not stated) gave TbREL1 inh 0.5.
CC(C)CC(CO)N1CCN(C(=O)c2cccc(Cl)c2)CCC1=O (configuration not stated) was read as TbREL1 inh -1.1.
For Cc1nc(-c2ccc(NC(=O)CC(C)C)cc2)cs1 the results were TbREL1 inh 0.6.
`CS(=O)(=O)N(CC(=O)NCc1ccco1)Cc1ccc(Cl)cc1` gave TbREL1 inh -3.4.
O=C(c1ccc(NS(=O)(=O)c2cccc([N+](=O)[O-])c2)cc1)N1CCCCCC1 was read as TbREL1 inh -1.7.
COc1ccc(CNC(=O)C2(C)Cc3c(-c4cccc(NC(C)=O)c4)ccnc3O2)cc1OC (configuration not stated) was read as TbREL1 inh -2.2.
Screening CCOc1ccc2nc(/N=C/c3c(C)[nH]n(-c4ccccc4)c3=O)sc2c1 returned TbREL1 inh 4.1.
`Oc1ccc(/C=N/Nc2ccnc3cc(Cl)ccc23)c(O)c1` gave TbREL1 inh -0.1.
Screening Cc1cc(OCCCCN2C(=O)NC(C)(C)C2=O)cc(C)c1Cl returned TbREL1 inh -3.5.
`Cc1cccc(NC(=O)Nc2ccccc2C(=O)N2CCCC2)c1` gave TbREL1 inh -1.5.
`O=C(O)/C=C/C(=O)Nc1ccc(N2CCOCC2)nc1N1CCOCC1` gave TbREL1 inh -3.6.
`Cc1cccn2c(=O)nc(SCC(=O)N3CCCCCC3)nc12` gave TbREL1 inh 0.0.
Screening O=S(=O)(NCC1(N2CCOCC2)CCCCC1)c1ccc(F)c(F)c1F returned TbREL1 inh -1.9.
Screening CCCCNC(=O)C1(C)CCN1C(=O)c1c(F)ccc(C)c1F (configuration not stated) returned TbREL1 inh -0.6.
`COP(=O)(OC)C(NC(=O)OCc1ccccc1)C(C)C` (configuration not stated) gave TbREL1 inh -0.1.
`COc1ccc(N(C(=O)CNC(=O)c2ccco2)C(C(=O)NC2CCCCC2)c2ccncc2)cc1` (configuration not stated) gave TbREL1 inh 3.1.
Screening Cc1cc(C)c(C#N)c(N2CCCC(C(N)=O)C2)n1 (configuration not stated) returned TbREL1 inh -0.9.
`Cc1ccccc1N(C(=O)c1snc(C(N)=O)c1N)C(C(=O)NC1CCCC1)c1ccco1` (configuration not stated) gave TbREL1 inh -1.1.
For CCN(CC)c1ccc(-c2nc3cnccn3c2NC2CCCC2)cc1 the results were TbREL1 inh 2.3.
`COc1ccc(OC)c(NC(=O)c2cccc(NC(=O)c3ccco3)c2)c1` gave TbREL1 inh 2.0.
O=C(c1ccc([N+](=O)[O-])cc1)N(Cc1cccs1)C1CCS(=O)(=O)C1 (configuration not stated) was read as TbREL1 inh -1.4.
For COC(=O)c1ccccc1NC(=O)c1ccc2c(c1)OCCCO2 the results were TbREL1 inh 5.1.
Screening Cc1ccc(CNC(=O)CCNS(=O)(=O)c2cccs2)cc1 returned TbREL1 inh 1.4.
CCOC(=O)c1c(NCc2ccc3c(c2)OCO3)c2ccccc2[nH]c1=O was read as TbREL1 inh 2.6.
NC(=O)c1cc([N+](=O)[O-])cc2c1C=Cc1ccccc1O2 was read as TbREL1 inh -0.3.
C=C(C)C1CC=C(C)/C(=N/NC(=O)COc2cccc(C)c2)C1 (configuration not stated) was read as TbREL1 inh -1.0.
Screening O=C(NC1CCCCCC1)C1CCN(C(=O)c2ccc(Br)cc2)CC1 returned TbREL1 inh -2.6.
`CCc1c(C)c(C#N)c2nc3ccccc3n2c1Nc1c(C)n(C)n(-c2ccccc2)c1=O` gave TbREL1 inh -2.8.
`O=C(NC1CCC(O)CC1)c1cccnc1Sc1ccccc1Cl` (configuration not stated) gave TbREL1 inh 4.1.
`CC(C)CCNC(=O)CN(C(=O)Cn1nnc(-c2ccc(F)cc2)n1)C1CCCC1` gave TbREL1 inh -2.1.
C#CCNC(=O)C[C@H]1C[C@@]2(C(=O)OC)C(=C[C@H](C(C)C)O[C@@H]2C2CC2)N(Cc2ccc(Cl)cc2Cl)C1=O was read as TbREL1 inh -2.6.
For Cc1ccc2cc(C)c(N3CCN(c4ccccn4)CC3)nc2c1 the results were TbREL1 inh -2.1.
Screening O=C1c2ccccc2C(=O)N1CC1c2ccccc2CCN1S(=O)(=O)c1ccccc1 (configuration not stated) returned TbREL1 inh 0.5.
COc1cc(OC)cc(-c2sc3ccc(OC)cc3c2C#CC2(N)CCCCC2)c1 was read as TbREL1 inh 8.2.
`CCOC(=O)Cn1c(=O)oc2cc(S(=O)(=O)N(C)c3ccc(OC)cc3)ccc21` gave TbREL1 inh -3.9.
For CC(/C=C/c1ccccc1)=N/NC(=O)CNC(=O)c1ccccc1F the results were TbREL1 inh 1.7.
CC(c1ccccc1)N1CC[C@H]2C=CC[C@@H](C(=O)Nc3cccc(Cl)c3)[C@H]2C1=O (some centres not stated) was read as TbREL1 inh 2.4.
`C=CCCCN(Cc1ccccc1)S(=O)(=O)c1ccccc1Br` gave TbREL1 inh 5.2.
CC1=C(C(=O)N2CCOCC2)C(c2cc(C)ccc2C)NC(=S)N1 (configuration not stated) was read as TbREL1 inh 6.5.
For C=CCOC(=O)C1=C[C@H](c2cn(C(C)=O)c3ccccc23)C[C@H](OCCCCO)O1 the results were TbREL1 inh -2.3.
`O=C1NCCN1Cc1cccc(Cl)c1` gave TbREL1 inh 0.7.
For O=C(NC(C(=O)N/N=C/c1cc([N+](=O)[O-])ccc1O)c1n[nH]c(=O)c2ccccc12)c1ccccc1 (configuration not stated) the results were TbREL1 inh 1.3.
Screening CCOC(=O)C1=C(C)N(CCC(=O)O)C(=O)NC1c1ccccc1Cl (configuration not stated) returned TbREL1 inh -0.5.
`Cc1ccc2c(c1)C(=O)C(=O)N2CC(=O)Nc1ccccc1NC(=O)c1ccccn1` gave TbREL1 inh -0.5.

The last 2 compounds of the section before lead into the next:
Screening CCOC(=O)C1=C(C)N(CCC(=O)O)C(=O)NC1c1ccccc1Cl (configuration not stated) returned TbREL1 inh -0.5.
`Cc1ccc2c(c1)C(=O)C(=O)N2CC(=O)Nc1ccccc1NC(=O)c1ccccn1` gave TbREL1 inh -0.5.
Screening N/C(=N\NC(=O)c1cccs1)c1cc2cc(Cl)ccc2oc1=O returned TbREL1 inh -0.7.
COc1ccc(-c2cc(C(=O)Nc3c(C)n(C)n(-c4ccccc4)c3=O)no2)cc1 was read as TbREL1 inh 1.1.
For CC(=O)Nc1nc(SCc2cccc3ccccc23)n[nH]1 the results were TbREL1 inh -1.1.
Screening COc1cc(O)c(C(CCN2CCCC(C)C2)c2ccc3c(c2)OCO3)c(OC)c1 (configuration not stated) returned TbREL1 inh 2.0.
Screening CC(C)CC(NC(=O)C1CCCCC1)C(=O)N1CCN(c2ccccn2)CC1 (configuration not stated) returned TbREL1 inh 0.1.

High-throughput results (PubChem)

The list is partial. The share of hits here may be higher or lower than overall.
